# From PubChem
# Chronic BCR inh: inhibitors of chronic active B-cell receptor signaling; ABC-DLBCL IkBa-CBG/CBR reporter, luminescence ratio, 4 h; Potency, µM (highest dose often 46.1 µM), for the others: top-dose ratio change, negative = lower green/red ratio, actives largely listed as inhibitors; 340,000 tested, 0.05% active; AID 493014; active = well fitted inhibition curve with a large enough effect in the signal ratio, with a control signal flat, not every such curve was filed as active; inconclusive = small, poorly fitted or top-dose-only effect, or effect the other way, or a change in a side signal; the % refers to the signal ratio;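 note: potency is the fitted concentration of half-maximal effect; plate controls were basal doxycycline-induced cells for no effect and cells given 10 µM MG132 for full effect; MG132 reads +100%, hits lower the ratio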
#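 Compounds up to 46 uM were incubated four hours with TMD8 cells whose green CBG68 luciferase is fused to IkappaBalpha; red CBR luminescence normalised the signal, and concentration-effect curves were fitted to fusion, red and ratio data.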
# Menin-MLL TR inh: menin-MLL binding inhibition, Texas Red mutant peptide; AID 1768; 270,000 tested, 0.23% active; Potency, µM (titrated, usually from 61.6 µM), for the others: at the top dose FP activity change, negative = inhibition, most hits filed as inhibitors; Menin + Texas Red MLL mutant peptide, fluorescence polarization; O00255; active = well fitted inhibition curve with a large enough effect in the polarisation, with a control signal flat, not every such curve was filed as active; inconclusive = small, poorly fitted or top-dose-only effect, or effect the other way, or a change in a side signal; inactive = no such curve, though single readings can be large or run the other way; the % refers to the polarisation; note: potency is the fitted concentration of half-maximal effect; % of control where 0% means no effect; many of its hits are not listed in these tables
# S-ASM inh: blocks human secretory acid sphingomyelinase; P17405; placental ASM, HMU-PC fluorogenic substrate, 60 min; Potency, µM (series often up to 57.5 µM), for inactives: top-dose activity change, negative = inhibition, hits mostly inhibitors; 340,000 tested, 0.006% active; AID 504937; note: potency is the fitted concentration of half-maximal effect
#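 Human placenta-derived ASM enzyme was preincubated with compound for 10 minutes at room temperature, then given fluorogenic substrate HMU-PC0 (9 uM final) for 60 minutes at 37 °C; a pH 10 stop preceded fluorescence reading at Ex 386/Em 447 nm.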
# PTAP TSG101 blk: blocks PTAP/TSG101 interaction to inhibit HIV-1 budding. 340,000 tested, under 10 active. Potency, µM (titrated, usually from 115 µM), inactives show at the highest dose activity change, negative = inhibition, usual class: inhibitors. Q99816. Fluorescence polarization, FITC-PTAP peptide / Tsg101 binding; active = well fitted inhibition curve with a large enough effect in the main read-out, with a control signal flat, not every such curve was filed as active; inconclusive = small, poorly fitted or top-dose-only effect, or effect the other way, or a change in a side signal; inactive = no such curve, though single readings can be large or run the other way; note: potency is the fitted concentration of half-maximal effect; % of control where 0% means no effect
# Target sequence (Q99816 whole entry, looked up): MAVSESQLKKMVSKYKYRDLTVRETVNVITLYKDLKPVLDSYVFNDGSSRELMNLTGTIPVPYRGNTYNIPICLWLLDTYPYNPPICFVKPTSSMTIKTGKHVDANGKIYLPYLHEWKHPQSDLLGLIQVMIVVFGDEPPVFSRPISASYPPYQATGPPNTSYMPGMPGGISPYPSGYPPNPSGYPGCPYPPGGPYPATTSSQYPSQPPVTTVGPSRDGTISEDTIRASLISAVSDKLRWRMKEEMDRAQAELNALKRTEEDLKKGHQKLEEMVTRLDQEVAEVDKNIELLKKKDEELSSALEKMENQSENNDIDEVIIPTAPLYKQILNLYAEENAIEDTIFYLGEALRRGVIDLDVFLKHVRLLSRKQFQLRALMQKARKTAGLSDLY
#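 FP read-out: FITC-PTAP peptide, 50 nM final, binding Tsg101 binding domain, 10 uM final; 20 min, r.t.; 10 mM HEPES pH 7.5, 0.15 M NaCl, 0.01% Tween 20, 3 mM EDTA, 0.1 mM TCEP.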
# PKM2 act: increases activity of human pyruvate kinase M2; AID 1631; purified PKM2, Kinase-Glo ATP luminescence, activation; response scale: 0% is enzyme alone, no compound; Potency, µM (doses to about 57.5 µM), for the others: at the top dose activation, most hits filed as activators; 260,000 tested, 0.34% active; P14618; note: potency is the fitted concentration of half-maximal effect; % is set by controls: 0 for no effect and ±100 for the full control effect; nearly all actives have a fitted effect of over 55% in size
#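 Purified hPK-M2 (>95%) run at intermediate activity with 0.1 mM ADP and 0.5 mM PEP in 50 mM imidazole pH 7.2, KCl, MgCl2; 1 h room temperature. ATP formed read by Kinase-Glo luminescence; normalized to uninhibited and no-enzyme controls.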
# Coupling enz: coupling enzyme interference in Giardia aldolase counter-screen | coupling enzyme system counterscreen, AmpLite Red fluorescence | 290,000 tested, 0.67% active | activity change, negative = inhibition, % at 58.2 µM, hits read low; in the data active = activity change below about -30%; note: % is set by controls: 0 for no effect and ±100 for the full control effect
#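 Fluorescence at 525 nm excitation and 598 nm emission measured inhibition of the coupled detection system without aldolase. Compounds (at 57.5 uM final) were preincubated 10 min at room temperature with coupling enzyme reagent before a 20 min substrate/AmpLite Red step.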
# GALK inh: galactokinase (human) inhibition. 270,000 tested, 0.007% active. AID 1868. Purified GALK, Kinase-Glo residual ATP luminescence. Potency, µM (titrated, usually from 57.5 µM), without a hit: at the top dose activity change, negative = inhibition, actives largely listed as inhibitors. P51570; note: potency is the fitted concentration of half-maximal effect; % is set by controls: 0 for no effect and ±100 for the full control effect
#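 5 nM enzyme, 35 uM ATP, 100 uM galactose, 20 mM HEPES pH8.0, 5 mM MgCl2; 1 h RT; residual ATP by Kinase-Glo Plus luminescence, qHTS format.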
# B2AR arrestin: recruits beta-arrestin to the human beta2-adrenergic receptor; beta-arrestin recruitment to beta2AR, cell-based reporter; Potency, µM (top dose mostly 46.1 µM), for the others: top-dose activation, actives largely listed as activators; 330,000 tested, 0.02% active; AID 492947;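 note: potency is the fitted concentration of half-maximal effect; 0% = DMSO controls and full agonism = EC100 isoproterenol or metaproterenol; nearly all actives have a fitted effect of over 65% in size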
# Target sequence (P07550 whole entry, looked up): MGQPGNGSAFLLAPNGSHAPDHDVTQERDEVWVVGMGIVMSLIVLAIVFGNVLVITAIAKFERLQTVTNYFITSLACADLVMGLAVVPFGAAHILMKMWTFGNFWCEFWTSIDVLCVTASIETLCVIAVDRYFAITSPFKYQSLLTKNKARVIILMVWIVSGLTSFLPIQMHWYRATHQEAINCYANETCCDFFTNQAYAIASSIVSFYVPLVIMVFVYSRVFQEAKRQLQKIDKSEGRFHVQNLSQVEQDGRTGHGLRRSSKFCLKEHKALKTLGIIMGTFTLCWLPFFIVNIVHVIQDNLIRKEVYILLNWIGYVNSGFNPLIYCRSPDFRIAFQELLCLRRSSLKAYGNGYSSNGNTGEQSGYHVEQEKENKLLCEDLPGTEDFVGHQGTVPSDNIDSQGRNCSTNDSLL
# Giardia killer: kills Giardia lamblia. Giardia lamblia trophozoite viability. activity change, % at 7.66 µM, hits read low. 340,000 tested, 0.15% active; in the data active = activity change below about -80%; inconclusive = between about -30% and that limit;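 note: parasites exposed to compound for two days anaerobically before the ATP read; % is set by controls: 0 for no effect and ±100 for the full control effect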
#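 Anaerobic 48 hrs incubation at 37 deg C of 100 trophozoites/well with test compounds; ATPLite 1-Step luminescence, 15-30 min RT, reports cellular ATP as viability.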
# Tb PFK block: inhibitors of T. brucei phosphofructokinase; AID 485367; O15648; Potency, µM (series often up to 57.5 µM), for the others: at the highest dose activity, negative = inhibition, actives largely listed as inhibitors; T. brucei PFK, ADP-Glo luminescence; 330,000 tested, 0.17% active;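 note: potency is the fitted concentration of half-maximal effect; 0% = uninhibited 1x PFK enzyme wells and -100% = no-enzyme wells; nearly all actives have a fitted effect of over 60% in size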
#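 ADP-Glo luminescence quantified ADP after 45 min at room temperature, with 1.25 nM T. brucei PFK, 0.1 mM ATP and 0.5 mM fructose-6-phosphate in pH 8.0 TEA buffer. qHTS titrations up to 57 µM; curves classified by quality.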
# a7 integrin act: integrin-mediated muscular dystrophy alleviation activation; alpha7betagal myoblasts, beta-gal FDG fluorescence, 48 h; Potency, µM (doses to about 38.3 µM), for inactives: top-dose activation, hits mostly activators; AID 624291; 350,000 tested, 0.064% active;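 note: potency is the fitted concentration of half-maximal effect; 100% = response of the positive control SU9516; nearly all actives have a fitted effect of over 60% in size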
#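 alpha7betagal+/- myoblasts (passage 13, 250/well) treated 48 h at 37C with compounds at 1:260 dilution of DMSO stock. Lysed, then beta-galactosidase activity read as FDG fluorescence (ex 480/em 540) after 30 min, with pre-read for autofluorescence.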
# * hit, by the source's call; ? = inconclusive; nt = not tested or not shown; & = joins results of further samples; [ ] = dose if it differs, or a comment. Unless noted, calls come from the whole dose curve; as a rule, active = well fitted curve in the direction sought with a large enough effect; inconclusive = small, poorly fitted or top-dose-only effect, or another doubt; inactive = no such curve, though single readings can be large; an effect the other way counts as inactive or inconclusive. This is a subset. The share of hits here may be higher or lower than overall.
SMILES,Chronic BCR inh,Menin-MLL TR inh,S-ASM inh,PTAP TSG101 blk,PKM2 act,Coupling enz,GALK inh,B2AR arrestin,Giardia killer,Tb PFK block,a7 integrin act
COC(=O)c1ccc[n+](CC(=O)c2ccc(Br)cc2)c1,4%,-1%,nt,-1%,-5%,4,1%,-1.1%,-8,3%,14%
Cc1ccc(S(=O)(=O)/C(C#N)=C/c2c(N3CCC(C(N)=O)CC3)nc3ccccn3c2=O)cc1,?,12%,10%,-5%,-2%,-4,-4%,-1.2%,2,1%,4%
CN(C)C(=O)c1ccc(NC(=O)c2cccc(S(=O)(=O)N3CCCc4ccccc43)c2)cc1,-5%,nt,-4%,1%,nt,nt,nt,0.1%,1,1%,-56%[inhibitor]
O=C(NNC1=NCCC1)C1CC1,8%,-9%,-3%,-2%,-1%,-1,10%,0.2%,7,0%,-18%
CCCCn1c(NS(=O)(=O)c2ccccc2)c(S(=O)(=O)c2ccc(C)cc2)c2nc3ccccc3nc21,1%,?,nt,-3%,-10%,-32*,-14%,-0.7%,-16,0%,-17%
Cc1nc2c3cc(Cl)ccc3n(CCN3CCOCC3)c2s1,-1%,nt,-4%,-3%,1%,-1,nt,-0.8%,-6,-1%,-14%
Nc1cc(C(=O)O)c(N)c2c1C(=O)c1ccccc1C2=O,?,nt,-1%,?,-68%,-18,20%,-0.7%,-25,-12%,23%
CCCCCC(=O)Nc1c(-c2cccs2)c(=O)c2ccccc2n1C,-9%,10%,-1%,0%,-4%,-4,0%,-0.1%,2,3%,-3%
COc1ccc(C(=O)Oc2cccnc2)cc1OC,3%,?,2%,-6%,11%,-9,3%,-0.3%,6,-20%,14%
S=C(Nc1cc(Cl)ccc1Cl)Nn1cnnc1,4%,nt,7%,-1%,-12%,6,-1%,-0.3%,-13,4%,-22%
O=C(Nc1ccccc1-c1nc2ccccc2[nH]1)c1sc2ccccc2c1Cl,0%,?,nt,nt,1%,-3,0%,-0.3%,nt,0%,nt
COc1ccc(N(CC(=O)NCCC(C)C)C(=O)c2snc(C(=O)NC3CCCCC3)c2N)c(OC)c1,0%,-24%,50%[activator],-2%,1%,1,-1%,-0.8%,2,2%,10µM*
CC(O)C(=O)N/N=C/c1cccc(Cl)c1Cl (centres undefined),-12%,16%,0%,-4%,1%,6,-2%,0.1%,-1,2%,10%
Cc1cc(-c2[nH]nc3c2C(c2ccsc2)C(C#N)=C(N)O3)c(C)s1 (centres undefined),?,16%,5%,-5%,-3%,-15,-5%,-2.0%,-5,-14%,-2%
COc1ccc(-c2nc(CS(=O)CC(=O)NC3CCCCC3)c(C)o2)cc1OC (centres undefined),-10%,nt,-1%,0%,nt,nt,0%,0.1%,23,4%,6%
Cc1cc2nccc(-c3ccc(Cl)cc3Cl)n2n1,?,0%,-1%,-2%,nt,-1,7%,0.0%,-3,1%,0%
CCOC(=O)c1ccc(N2C(=O)c3n[nH]c(-c4ccco4)c3C2c2cccc([N+](=O)[O-])c2)cc1 (centres undefined),-1%,-5%,28µM*,-6%,3%,-3,-1%,4.7%,42[activator],3%,-64%[inhibitor]
COc1ccc(S(=O)(=O)N2CCOCC2)cc1NC(=O)COc1cccnc1[N+](=O)[O-],?,2%,0%,-5%,-42%,0,-2%,-1.0%,?,0%,26%
Nc1nnc(SCC(=O)Nc2ccccc2)s1,-15%,nt,2%,-1%,-1%,1,1%,0.5%,-4,-5%,?
CCN(C[C@H]1N[C@@](Cc2ccccc2)(C(=O)OC)[C@H]2C(=O)N(C)C(=O)[C@@H]12)S(=O)(=O)c1ccc(C(F)(F)F)cc1,3%,nt,-7%,-5%,nt,nt,nt,-0.7%,-3,6%,26%
C[C@@H](NC(=O)c1[nH]cnc1C(=O)Nc1cccc(Cl)c1)c1ccccc1,12%,nt,-1%,-4%,nt,nt,nt,-0.1%,-10,-6%,-7%
CC1CCCN(CC(=O)NNC(=O)COc2ccc(Br)cc2)C1 (centres undefined),0%,nt,3%,-2%,nt,nt,nt,2.5%,-1,0%,-12%
CCOC(=O)c1c(N)sc2c1C1CCN2CC1,-7%,1%,2%,-2%,-1%,-1,3%,-0.6%,7,1%,-21%
CC1CC(=O)N(Cc2ccccc2)c2ccccc2N1C=O (centres undefined),3%,17%,2%,-8%,1%,4,0%,-0.5%,0,-2%,-7%
CCc1ccc(-c2cn3nc(-c4ccccc4)cnc3n2)cc1,?,nt,183%[activator],19%,-1%,3,2%,-0.1%,-4,-3%,?
O=C(N/N=C/c1cccc(Oc2ccc([N+](=O)[O-])cc2[N+](=O)[O-])c1)c1cncc(Br)c1,12%,?,-5%,0%,-1%,-25,-1%,0.1%,-19,-4%,-51%[inhibitor]
Cc1cc(C)c(OCC(=O)OCC(=O)N2CCN(C(=O)c3ccco3)CC2)c(C)c1,-1%,nt,2%,-3%,nt,nt,nt,0.6%,-8,8%,-9%
CN(C)c1ccc(/C=N/N2CCN(Cc3ccccc3Cl)CC2)cc1,-1%,1%,-3%,-4%,-4%,-3,-4%,-0.3%,-29,5%,4%
Cc1nn2c(N3CCOCC3)cc(C(C)C)nc2c1-c1ccccc1,?,-1%,5%,0%,nt,0,-1%,0.1%,-6,-8%,15%
COc1ccc(-c2cc(NC(=O)c3cncn3-c3ccccc3)ccc2OC)cc1,-10%,28%,-4%,-1%,1%,0,8%,0.2%,-16,3%,-12%
C=CCn1c(NCc2ccc3c(c2)OCO3)nc2ccccc21,?,3%,0%,-2%,8%,2,2%,-0.2%,-2,1%,-2%
CCOc1ccc(N2C(=O)CC(SC(=NC)Nc3cccc(OC)c3)C2=O)cc1 (centres undefined),9%,0%,-11%,-1%,0%,2,-2%,-0.5%,3,-2%,-17%
O=C(COC(=O)c1ccc(Cl)nc1)NC1CCCCCC1,1%,nt,3%,-1%,nt,nt,nt,0.0%,40[activator],1%,?
COc1cc(-c2nc3ccc(C)cn3c2NCc2ccccc2)ccc1SC1CCCCC1,10%,nt,nt,8%,nt,nt,nt,-0.2%,-4,-10%,-34%
Cc1cc(C)c(NC(=O)C2CCCN2CCOC(=O)c2cccc([N+](=O)[O-])c2)c(C)c1 (centres undefined),?,-8%,4%,-8%,-1%,3,1%,-0.4%,-8,3%,-5%
Cc1ccc(NC(=O)C(SCC(=O)O)c2ccccc2)cc1C (centres undefined),12%,15%,2%,-7%,4%,9,0%,0.0%,-6,0%,-10%
Cc1nn(-c2ccccc2)c(C)c1NC(=O)COC(=O)c1ccc(Cl)c(N)c1,-2%,nt,nt,-2%,nt,nt,nt,0.3%,-12,-5%,12%
CSc1ccccc1-c1nnc(-c2ccc(Cl)cc2Cl)o1,?,10%,2%,-4%,1%,-1,-1%,-0.4%,-7,5%[0.46 µM],12%
COc1cccc(NC(=O)CSc2nnc(CNC(=O)c3ccco3)n2C)c1,11%,nt,0%,-2%,nt,nt,nt,0.2%,-6,-8%,0%
O=C(c1ccccc1Br)N1N=C(c2ccccc2)CC1c1ccccc1F (centres undefined),?,-10%,-8%,0%,nt,1,nt,-0.2%,-19,-12%,10%
FC(F)(F)c1cccc(NC(=S)NCc2ccccc2)c1,11%,?,-3%,-1%,-2%,-2,-5%,0.3%,0,-5%,7%
COC(=O)C1=C(C)N(Cc2ccccc2)C(=S)N[C@H]1c1cccc(F)c1,?,22%&11%,-12%,-7%,-6%&10%,0&4,nt,-0.3%&-0.3%,2,0%&3%,8%
CC1CCCN(C(=O)CSc2nnc(-c3c[nH]c4ccccc34)o2)C1 (centres undefined),-17%,-1%,-3%,-2%,0%,0,2%,-1.6%,7,5%,0%
COc1ccc(/C=C2/N=C(SC)NC2=O)cc1OC,1%,nt,35%,-7%,-2%,-1,-3%,0.4%,1,11%,12%
Cc1ccc(NC(=O)COc2cccnc2[N+](=O)[O-])cc1S(=O)(=O)N1CCOCC1,-2%,13%,-1%,-3%,1%,0,-3%,0.0%,1,-5%,42%
COc1ccc(CNC(=O)COc2cc(=O)n(C)c3ccccc23)cc1,?,-4%,0%,-2%,-4%,1,0%,0.2%,2,0%,11%
